Assay outcomes deposited in PubChem by National Center for Advancing Translational Sciences (NCATS).
AmpC inh no detg: qHTS Inhibitors of AmpC Beta-Lactamase (assay without detergent); actives 0.52% (n = 330,000); Potency, µM (top dose mostly 57.1 µM), for the others: at the highest dose activity change, negative = inhibition, most hits filed as inhibitors; P00811; AmpC nitrocefin hydrolysis, absorbance 480 nm, 0.0001% Triton; AID 485341, 2010;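 note: potency is the fitted concentration of half-maximal effect; plate controls were no compound for no effect and no enzyme for full effect; nearly all actives have a fitted effect of over 20% in size; some results filed as inactive show a strong effect at the top dose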
Target sequence (P00811 whole entry, looked up): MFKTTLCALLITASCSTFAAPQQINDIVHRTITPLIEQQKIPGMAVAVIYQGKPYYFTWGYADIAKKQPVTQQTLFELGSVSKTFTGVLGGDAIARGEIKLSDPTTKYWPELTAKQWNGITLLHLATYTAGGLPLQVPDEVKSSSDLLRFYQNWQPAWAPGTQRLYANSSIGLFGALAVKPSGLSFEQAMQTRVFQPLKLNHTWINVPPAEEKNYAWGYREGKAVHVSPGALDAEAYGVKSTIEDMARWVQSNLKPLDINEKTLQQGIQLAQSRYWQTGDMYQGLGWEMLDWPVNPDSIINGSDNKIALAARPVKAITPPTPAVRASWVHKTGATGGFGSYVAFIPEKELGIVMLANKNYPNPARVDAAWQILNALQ
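AmpC (5.3 nM in the dispensed reagent) in 20 mM phosphate pH 7.0 with 0.01% (detergent screen) or 0.0001% Triton X-100 was preincubated with compounds for 15 min at room temperature. Nitrocefin was then added from an 800 uM solution, and hydrolysis was followed at 480 nm.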
HCV inhibitor: qHTS Assay for Inhibitors of Hepatitis C Virus (HCV); Huh7.5.1 HCVcc-Cre infection, luciferase reporter, 44 h; Potency, µM (titrated, usually from 41.8 µM), without a hit: top-dose activity change, negative = inhibition, hits mostly inhibitors; actives 3.4% (n = 340,000); AID 651820, 2012; note: potency is the fitted concentration of half-maximal effect
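HCVcc-Cre virus at an moi near 0.5 was added right after compound to cells cultured 4 h from seeding (1,000 cells/well). Luciferase activity was determined 44 h later, 15 min after substrate addition at RT.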
AmpC detergent: qHTS Inhibitors of AmpC Beta-Lactamase (assay with detergent); Potency, µM (titrated, usually from 114 µM), for inactives: at the top dose activity change, negative = inhibition, actives largely listed as inhibitors; actives 0.041% (n = 370,000); AmpC hydrolysis of nitrocefin, absorbance 480 nm, 0.01% Triton; P00811;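 note: potency is the fitted concentration of half-maximal effect; 0% = no-compound wells and -100% = no-enzyme wells; nearly all actives have a fitted effect of over 25% in size; some results filed as inactive show a strong effect at the top dose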
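AmpC (5.3 nM in the dispensed reagent) in 20 mM phosphate pH 7.0 with 0.01% (detergent screen) or 0.0001% Triton X-100 was preincubated with compounds for 15 min at room temperature. Nitrocefin was then added from an 800 uM solution, and hydrolysis was followed at 480 nm.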
HCMV antiviral: qHTS Assay for inhibitors of the human cytomegalovirus (HCMV). HFF cells, HCMV-luciferase reporter, 72 h; hits give low values. activity change, negative = inhibition, % at 57.5 µM. actives 4.5% (n = 410,000). AID 1259415, 2018; in the data active = activity change below about -60%; inconclusive = no clear call, values can overlap the other calls; inactive = above about -39%
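Inhibition of viral replication was scored as loss of reporter luminescence in HFFs infected with HCMV-luciferase (MOI 1 PFU/cell) for 72 h; compounds tested at 2 doses, normalized to buffer and Salinomycin controls.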
Sm TGR inh: qHTS Assay for the Inhibitors of Schistosoma Mansoni Peroxiredoxins; Schistosoma mansoni thioredoxin glutathione reductase (TGR), Q962Y6; purified TGR, DTNB reduction, TNB absorbance 405 nm; Potency, µM (series often up to 114 µM), for the others: at the top dose activity change, negative = inhibition, actives largely listed as inhibitors; actives 3% (n = 360,000); note: potency is the fitted concentration of half-maximal effect; nearly all actives have a fitted effect of over 60% in size
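First, TGR (20 nM dispensed) and NADPH were mixed with compound. Second, a 15 min room-temperature incubation followed. Third, further NADPH and then DTNB were added to start the reaction. Finally, TNB absorbance was monitored kinetically.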
FBPA Giardia inh: qHTS Assay for Inhibitors of Fructose-1,6-bisphosphate Aldolase from Giardia Lamblia; A8B2U2; purified Giardia FBPA; Potency, µM (highest dose often 59.6 µM), inactives show at the top dose activity, negative = inhibition, most hits filed as inhibitors; actives 0.71% (n = 290,000); AID 2451, 2010; note: potency is the fitted concentration of half-maximal effect; nearly all actives have a fitted effect of over 55% in size
Target sequence (A8B2U2 whole entry, looked up): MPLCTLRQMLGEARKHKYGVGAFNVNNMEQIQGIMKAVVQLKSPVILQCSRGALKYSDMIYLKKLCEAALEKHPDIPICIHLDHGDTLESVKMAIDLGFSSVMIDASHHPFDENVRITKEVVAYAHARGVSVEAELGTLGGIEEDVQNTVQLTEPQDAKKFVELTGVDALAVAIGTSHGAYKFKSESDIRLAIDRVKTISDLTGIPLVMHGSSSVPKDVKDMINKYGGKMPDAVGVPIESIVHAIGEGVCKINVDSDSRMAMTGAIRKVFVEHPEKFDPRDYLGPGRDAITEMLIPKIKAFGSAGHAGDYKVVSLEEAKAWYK
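40 nM FBPA preincubated 10 min at RT with compound (up to 57.5 uM final), then substrate plus GAPDH/TPI/NAD/arsenate coupling and diaphorase/resazurin added. Fluorescence read after 20 min at RT, 525/598 nm.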
* hit, by the source's call; u = inconclusive; x = not tested or not shown; & = joins results of further samples; [ ] = dose if it differs, or a comment. Unless noted, calls come from the whole dose curve; as a rule, active = well fitted curve in the direction sought with a large enough effect; inconclusive = small, poorly fitted or top-dose-only effect, or another doubt; inactive = no such curve, though single readings can be large; an effect the other way counts as inactive or inconclusive. Unless noted, % is set by controls: 0 for no effect and ±100 for the full control effect. This is a random part of the collection; 9.9% or so of the library scored in one or more.

Short keys – A = AmpC inh no detg; B = HCV inhibitor; C = AmpC detergent; D = HCMV antiviral; E = Sm TGR inh; F = FBPA Giardia inh
> CCc1ccc(OCC(O)CN2CCN(c3ccc(OC)cc3)CC2)cc1 (centres undefined)
  A = 64%[activator]; B = -29%; C = -2%; D = -16; E = -1%; F = u
> COc1cccc(CNc2ncnc3cc(OC)c(OC)cc23)c1
  A = 3.2µM*; B = -15%; C = 5%; D = 21; E = 1%; F = -1%
> COc1ccc(NC(=S)NNC(=O)c2cccs2)cc1
  A = -4%; B = 33%[activator]; C = u; D = 17; E = 0%; F = 1%
> CCOc1cccc2sc(NC(=O)CC)nc12
  A = -8%; B = u; C = -3%; D = 2; E = 4%; F = 4%
> Cc1ccc(C(C(=O)NCC2CCCO2)N(C(=O)c2snc(C(N)=O)c2N)c2ccc(C(C)C)cc2)o1 (centres undefined)
  A = 69%[activator]; B = u; C = 0%; D = -9; E = -26%; F = 5%
> CCc1ccc(N2C(=O)NC(=O)/C(=C/c3cccn3CCOc3ccc(C(C)CC)cc3)C2=O)cc1 (centres undefined)
  A = -33%; B = -8%; C = -11%; D = u; E = -30%; F = 3%
> COc1ccc(-c2cc(C(=O)N3CCN(c4ccccc4OC)CC3)c3cc(C(C)C)ccc3n2)cc1
  A = x; B = x; C = -1%; D = 21; E = -2%; F = x
> COc1cc(C(C)=O)ccc1OCC(O)CN1CCN(c2ccc(C)cc2C)CC1 (centres undefined)
  A = 62%[activator]; B = u; C = -20%; D = -26; E = 1%; F = 14%
> COc1ccc(C2CC(c3ccco3)n3ncnc3N2)cc1 (centres undefined)
  A = -9%; B = -9%; C = u; D = 3; E = -2%; F = 4%
> Cc1c(C(=O)N2CCCCC2C)sc2ncnc(N3CCc4ccccc4C3)c12 (centres undefined)
  A = 117%[activator]; B = -13%; C = 3%; D = u; E = 2%; F = 1%
> CCc1c(C)sc(NC(=O)c2cc(C)no2)c1C#N
  A = -6%; B = 4%; C = -12%; D = -13; E = -31%; F = 4%
> NS(=O)(=O)c1ccc(CCNCc2ccccc2OCc2ccc(Cl)cc2)cc1
  A = -3%; B = 13µM*; C = -16%; D = -16; E = 3%; F = u
> CCC(C)Sc1oc(-c2ccco2)nc1S(=O)(=O)c1ccc(Cl)cc1 (centres undefined)
  A = x; B = x; C = 19%; D = -16; E = -13%; F = x
> Cc1cc(C)cc(C(=O)NC(=S)Nc2ccc(-c3cc4ccccc4oc3=O)cc2)c1
  A = -28%; B = u; C = 2%; D = u; E = 1%; F = 1%
> O=c1[nH]c2ccccc2n1C1=CCCC1
  A = -16%; B = 6%; C = -15%; D = -5; E = 7%; F = -8%
> N#Cc1cc2c(nc1SCC(=O)Nc1sc3c(c1C#N)CCC3)CCCCC2
  A = -24%; B = u; C = -3%; D = -28; E = u; F = -8%
> COc1ccc(NC(=O)COC(=O)COc2cccc(Br)c2)cc1OC
  A = -11%; B = 22%; C = 0%; D = -36; E = 1%; F = 0%
> Cc1cc(C)n2nc(SCCC(=O)NCCc3ccccc3)nc2n1
  A = -1%; B = 14%; C = u; D = 10; E = 1%; F = 2%
> C/C(=N/O)c1c(O)c(C)c(-c2ccccc2)n(-c2ccccc2)c1=O
  A = -6%; B = 28%; C = -2%; D = 22; E = -16%; F = 3%
> CC(C)OC(=O)Nc1ccc2c(c1)N(C(=O)N1CCN(C)CC1)c1ccccc1CC2
  A = 127%[activator]; B = u; C = 4%; D = 45; E = 1%; F = 16µM*
> COc1cc(OC)c(OC)cc1CNCCSc1nnnn1-c1ccccc1
  A = x; B = x; C = 11%; D = -15; E = -18%; F = x
> CCS(=O)(=O)c1ccc(O)c(NC(=O)c2cc(OC)c(OC)c(OC)c2)c1
  A = -18%; B = 4%; C = u; D = 15; E = -16%[11.4 µM]; F = -8%
> COc1ccc(S(=O)(=O)N(CCC#N)Cc2ccco2)cc1OC
  A = -6%; B = 6%; C = -2%; D = 19; E = -11%; F = 7%
> CCc1cc(-c2n[nH]c(C)c2-c2nc(C)cs2)c(O)cc1OC
  A = -4%; B = u; C = 9%; D = -14; E = -1%; F = u
> CN(C)/C=C(\C#N)C(=O)N/N=C/c1ccccc1
  A = -19%; B = 11%; C = 8%; D = 91; E = 68%[activator]; F = -7%
> CCOC(=O)c1nnn(-c2nonc2N)c1CN1CCCCCC1
  A = -1%; B = -6%; C = 5%; D = 90; E = 1%; F = -7%
> COc1cccc(NC(=O)COc2cc(C)cc3oc(=O)cc(C)c23)c1
  A = -25%; B = -25%; C = -10%; D = 0; E = -4%; F = -6%
> CCCCCCn1c(NCC)nc2c1c(=O)[nH]c(=O)n2C
  A = -10%; B = -3%; C = 0%; D = 38; E = -19%; F = 0%
> CCc1ccc(-c2cc3c(=O)n(CC(=O)N4CCCC4)nc(C)n3n2)cc1
  A = -9%; B = 9%; C = -9%; D = -34; E = 1%; F = 3%
> CCC(=O)Nc1ccc(C(=O)CN2C(=O)NC3(CCCCCC3)C2=O)cc1
  A = -14%; B = u; C = 4%; D = -35; E = -31%; F = x
> CC(=O)Oc1ccc(-c2cccc(C(=O)NCC(=O)O)c2)cc1
  A = -15%; B = 4%; C = 1%; D = -8; E = 13%; F = 0%
> COc1ccc(OCC(=O)OCCN2C(=O)c3ccccc3C2=O)cc1
  A = -23%; B = 17%; C = u; D = -3; E = 0%; F = -1%
> O=C1CC(=O)CC(c2ccccc2Cl)C1
  A = -43%; B = -16%; C = -4%; D = -1; E = -18%; F = -5%
> CCN(CC(=O)NCc1cccs1)C(=O)c1cc(Br)ccc1O
  A = -23%; B = 0%; C = x; D = 26; E = x; F = x
> CCCCn1c(SCc2cc(=O)n3ccsc3n2)nc2cc(C(=O)OC)ccc2c1=O
  A = 7%; B = x; C = -7%; D = x; E = -1%; F = -2%
> COc1ccc(NC(=O)Nc2ccc(CC(=O)O)cc2)cc1
  A = -14%; B = -16%; C = -12%; D = -11; E = 54%[activator]; F = 4%
> COc1ccc(C=O)cc1COc1ccc2c(c1)OCO2
  A = -22%; B = 10%; C = -1%; D = -19; E = -8%; F = x
> COCCCN1C(=O)C(O)=C(C(=O)c2ccco2)C1c1ccc(Br)cc1 (centres undefined)
  A = -30%; B = u; C = -9%; D = -2; E = 0%; F = -16%
> CC(C)Nc1ccc(Nc2ccccc2)cc1
  A = -33%; B = u; C = u; D = u; E = 8.9µM*; F = x
> CCCC1(C(=O)O)NC(c2ccc(OC)cc2O)C2C(=O)N(c3ccc(OC)cc3)C(=O)C21 (centres undefined)
  A = -17%; B = 1%; C = -2%; D = 5; E = -1%; F = -13%

Remaining list, next part.
Values run as follows: AmpC inh no detg, HCV inhibitor, AmpC detergent, HCMV antiviral, Sm TGR inh, FBPA Giardia inh
O=c1c2ccccc2n2c(-c3ccc(Cl)cc3)nnc2n1CCc1ccccc1
    x, x, 14%, 52, 1%, x
COc1cccc(C(Nc2ccccn2)c2oc(CO)cc(=O)c2O)c1 (centres undefined)
    -25%, 21%, -13%, 5, 3.2µM*, u
COc1ccccc1C(=O)NCCn1cc(SCC(=O)Nc2nnc(C)s2)c2ccccc21
    53%, -11%, 5%, -25, -32%, 1%
COc1ccc(CCNC(=O)COC(=O)/C=C/c2cccc(F)c2)cc1
    -11%, 14%, x, -17, x, x
C=C1N2CCC(CC2)C1(O)c1ccccc1C (centres undefined)
    -3%, 4%, u, 13, 7%, -1%
Cc1c(C)c2ccc(OC(C)C(=O)N[C@@H](Cc3c[nH]c4ccccc34)C(=O)O)c(C)c2oc1=O (some centres undefined)
    -13%, 5%, u, -32, 0%, 30%
COc1ccccc1-n1c(=S)sc2c(=O)n(Cc3ccco3)c(SC)nc21
    -22%, -2%, -15%, -21, 3%, 2%
CCC(=O)N1CCCn2c1nc1ccccc12
    -17%, -21%, 0%, -11, 2%, 1%
COc1ccc(-c2nn(-c3ccccc3)cc2C(=O)n2nnc3ccccc32)cc1
    -6%, -2%, 4%, 77, 22%, -2%
CC(=O)c1cc2c(cc1NC(=O)CN1CCN(c3cccc(C(F)(F)F)c3)CC1)OCO2
    -12%, 15%&-30%, -14%, -21, -1%, -4%
Cc1ccnn1CCC(=O)O
    -25%, -2%, 0%, -13, -1%, -4%
O=C(CCNC(=O)c1ccc(Br)cc1)Nc1ccc(S(=O)(=O)N2CCOCC2)cc1
    -11%, 4%, x, 25, x, x
O=C(c1cc(Cl)ccc1Cl)N1CCOCC1
    1%, -2%, -14%, -6, 0%, 6%
CN(C)c1cccc(C(=O)NNC(=S)NC2CCCC2)c1
    1%[2.29 µM], -8%, -13%, -32, 1%, 9%
COc1cc(NC(=O)c2cc(-c3cccc(Cl)c3)on2)c(OC)cc1Cl
    x, x, 20%, 43, 7%, x
OCCN1CNC(=S)NC1
    -3%, 0%, -9%, 34, -2%, -16%
CCCCOc1cccc(OCC(=O)Nc2nc3ccccc3[nH]2)c1
    -31%, 27%, u, -8, -1%, 2%
CCCn1c(SCc2nc3sc(C)c(C)c3c(=O)[nH]2)nc2ccccc2c1=O
    -8%, -16%, u, -24, 3%, 1%
O=C(CCN1CCN(Cc2ccccc2)CC1)Nc1cccc(Br)c1
    57%, 0%, -2%, -32, 6%, 2%
Cc1ccc2[nH]c(=O)c3cc(C(=O)N(C)c4ccc(Br)cc4)sc3c2c1
    x, x, 11%, 31, 2%, x
Cc1cccc(C)c1OCC(=O)Nc1ccc(N2CCOCC2)cc1
    20%, -27%, 5%, 13, 7%, -4%
COc1ccc(C2(C(=O)Nc3ccc(S(N)(=O)=O)cc3)CCCC2)cc1
    -16%, -11%, 3%, -25, 2%, -3%
